5HT1E antag: 5-HT1E receptor antagonists, primary screen, cell-based, HTS. CHO 5-HT1E Ga15 NFAT-bla reporter, FRET, antagonist. inhibition, % at 6 µM. actives 0.99% (n = 65,000);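 active means inhibition above a set limit, the mean inhibition across every tested compound plus 3 SD, cut at about 29% in these data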;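 further: signal is the 460 over 535 nm emission ratio of beta-lactamase substrate; 0% = agonist plus DMSO wells and 100% = wells without agonist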
Target sequence (P28566 whole entry, looked up): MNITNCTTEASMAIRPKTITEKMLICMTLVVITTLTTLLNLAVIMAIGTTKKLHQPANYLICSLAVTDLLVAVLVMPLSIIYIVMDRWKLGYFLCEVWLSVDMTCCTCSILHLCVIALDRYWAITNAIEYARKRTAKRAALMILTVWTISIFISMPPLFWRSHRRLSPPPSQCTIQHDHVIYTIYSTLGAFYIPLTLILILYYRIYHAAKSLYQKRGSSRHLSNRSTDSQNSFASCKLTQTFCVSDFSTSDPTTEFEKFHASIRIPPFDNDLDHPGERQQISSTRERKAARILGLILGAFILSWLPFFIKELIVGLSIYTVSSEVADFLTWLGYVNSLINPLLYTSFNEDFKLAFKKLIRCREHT
HTR1A agonist: human 5-HT1a receptor agonists, primary screen, cell-based, CHO, Ga15 NFAT-bla reporter. actives 0.56% (n = 65,000). activation, % at 10 µM. CHO 5-HT1a Ga15 NFAT-bla reporter, FRET ratio; 0% basal, 100% maximal reference agonist. AID 567, 2006;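 active means activation above the screen-wide mean activation plus 3 SD, cut at about 19% in these data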;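 further: 0% = DMSO wells and 100% = 5-CT at EC100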
5-HT1A blocker: human 5-HT1a receptor antagonists, primary screen, cell-based, CHO, Ga15 NFAT-bla reporter | 5-hydroxytryptamine receptor 1A (Homo sapiens), P08908 | CHO 5-HT1a Ga15 NFAT-bla reporter, antagonist mode | inhibition, % at 10 µM | actives 0.68% (n = 62,000);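 active means inhibition above the mean of all tested compounds plus 3 SD, cut at about 43% in these data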;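 further: receptor stimulated by 5-CT agonist at 100 nM near EC80; beta-lactamase reporter measured by ratiometric fluorescence of a cleavable substrate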
S1P3 ag: human S1P3 receptor agonists, primary screen, cell-based, primary and confirmation, NFAT-BLA reporter; actives 0.1% (n = 60,000); activation, % at 4.5 µM; S1P3 NFAT-BLA reporter cells, agonism, FRET ratio; relative to 1 µM S1P, basal subtracted; Sphingosine 1-phosphate receptor 3 (Homo sapiens), Q99500; AID 373, 2006;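 active means activation above the screen-wide mean plus 3 SD, cut at about 4.5% in these data, passing the limit was not always enough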; further: some compounds called inactive have numbers as strong as hits
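Assay system: CHO cells stably expressing human S1P3, Gα16 and NFAT-β-lactamase reporter. Timing: overnight plating, 4 h compound 37 °C, 2 h substrate RT. Signal: β-lactamase FRET emission ratio 460/535 nm. Measure: percent activation versus median 1 µM S1P response, basal-subtracted, per plate. Repeats: primary screen single test, confirmation screen in triplicate.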
Jurkat tox 60K: cytotoxicity toward Jurkat T cells, primary screen, cytotoxicity control, cell-based, Jurkat E6.1, 60K MLSMR library; Jurkat E6.1 viability, ATP luminescence, 48 h; inhibition, % at 4 µM; actives 1.2% (n = 56,000);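 active means inhibition above the mean inhibition of all tested compounds plus 3 SD, cut at about 28% in these data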
HTR1E agonist: 5-HT1E receptor agonists, primary screen, cell-based, HTS; 5-hydroxytryptamine receptor 1E (Homo sapiens), P28566; CHO 5-HT1E Ga15 NFAT-bla reporter, FRET; 0% DMSO wells, 100% control agonist wells; activation, % at 6 µM; actives 0.69% (n = 65,000);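 active means activation above a set limit, the screen-wide mean activation plus 3 SD, cut at about 8.5% in these data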;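 further: 100% = positive control agonist at 1 µM giving full maximal response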
S1P1 ag pot: S1P1 agonists and agonism potentiators, primary screen, cell-based, primary and confirmation screens, CRE-bla reporter. S1P1 CRE-bla cells, forskolin, beta-lactamase FRET, potentiator mode; S1P1 agonist co-added at EC20, 2 nM; 100% = saturating reference agonist, 0% = basal. activation, % at 9.5 µM. actives 0.57% (n = 56,000). AID 449, 2006;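 active means activation above a cutoff set at the mean activation of all tested compounds plus 3 SD, cut at about 54% in these data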;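 further: forskolin at 4 µM as EC80 and the EC20 agonist is SEW2871; 100% = SEW2871 at its EC100 plus forskolin at EC80; some compounds past the cut are filed as inactive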
Target sequence (P21453 whole entry, looked up): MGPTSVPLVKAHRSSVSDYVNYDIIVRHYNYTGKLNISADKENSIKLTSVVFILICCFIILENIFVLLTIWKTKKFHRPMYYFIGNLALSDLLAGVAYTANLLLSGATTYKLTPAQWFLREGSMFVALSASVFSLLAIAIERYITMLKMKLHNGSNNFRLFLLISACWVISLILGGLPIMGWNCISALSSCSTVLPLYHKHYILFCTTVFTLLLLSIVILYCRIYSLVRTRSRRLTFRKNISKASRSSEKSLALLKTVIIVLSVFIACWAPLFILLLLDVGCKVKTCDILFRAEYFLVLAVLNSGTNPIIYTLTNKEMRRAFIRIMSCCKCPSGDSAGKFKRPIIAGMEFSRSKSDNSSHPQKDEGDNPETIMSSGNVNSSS
HEK293 NFkB inh: inhibitors of PMA/ionomycin-induced NF-kB reporter, primary screen, antigen receptor NF-kB inhibitor project, cell-based, HEK-293 luciferase reporter, luminescence. inhibition, % at 3 µM. actives 0.21% (n = 62,000). AID 465, 2006. HEK-293 NF-kB luciferase reporter;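 active means inhibition above the mean of all tested compounds plus 3 SD, cut at about 40% in these data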;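 further: 0% = stimulated DMSO wells and 100% = 10 µM reference inhibitor 5653914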
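Timing: 1 h pretreatment, 16 h stimulation, 37 °C; system: HEK-293 cells with stable firefly luciferase reporter driven by four HIV NF-kB elements; doses: 3 µM once, 0.30% DMSO; measured by: luciferase luminescence; control set: DMSO and 10 µM reference inhibitor; repeats: single test; reagent: PMA plus ionomycin mix as NF-kB-activating stimulus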
D1 mod: D1 CRE-luciferase signal change, two-sided – cell-based, HEK293 D1, dopamine EC30, D1 allosteric modulator project, primary screen | dopamine EC30 potentiation; actives deviate in either direction | B-score at 10 µM | actives 5.9% (n = 58,000);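 active means luminescence count or its row- and column-corrected plate score outside the 99.7% band of the plate's sample wells, on either side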
Starred values were filed as active, the others as inactive.

For CCOC(=O)CSC(CC)C(=O)Nc1nnc(C(C)C)s1 (stereo not drawn) the results were 5HT1E antag 2, HTR1A agonist -1.1, 5-HT1A blocker 0, S1P3 ag -1.3, Jurkat tox 60K 3, HTR1E agonist 0.8, S1P1 ag pot -22, HEK293 NFkB inh 13 and D1 mod -0.12.
Screening O=C1CC(N2CCN(c3ccccc3Cl)CC2)C(=O)N1c1cccc(F)c1 (stereo not drawn) returned 5HT1E antag 8, HTR1A agonist -5.5, 5-HT1A blocker 7, S1P3 ag -0.8, Jurkat tox 60K 5, HTR1E agonist 1.5, S1P1 ag pot -9, HEK293 NFkB inh 10 and D1 mod -1.1.
For COc1ccc(OC)c(S(=O)(=O)N2CCC(C(=O)Nc3ccc(C)c(C)c3)CC2)c1 the results were 5HT1E antag 2, HTR1A agonist -1.1, 5-HT1A blocker -12, S1P3 ag -0.5, Jurkat tox 60K -1, HTR1E agonist -0.5, S1P1 ag pot 4, HEK293 NFkB inh 15 and D1 mod -2.4.
O=C(NCCN1CCOCC1)c1cc2c(=O)n3ccccc3nc2n1Cc1ccccc1 was read as 5HT1E antag 0, HTR1A agonist 1.7, 5-HT1A blocker -9, S1P3 ag -0.5, Jurkat tox 60K -2, HTR1E agonist 1.1, S1P1 ag pot -8, HEK293 NFkB inh 3 and D1 mod 0.93.
CCCCC1CCC(c2nc(-c3cccnc3)no2)CC1 (stereo not drawn) was read as 5HT1E antag 8, HTR1A agonist 0.5, 5-HT1A blocker -10, S1P3 ag -0.4, Jurkat tox 60K 0, HTR1E agonist 1.2, HEK293 NFkB inh 4 and D1 mod -0.25.
For Cc1cnc(C(=O)Nc2cccc3cccnc23)cn1 the results were 5HT1E antag 0, HTR1A agonist 2.9, 5-HT1A blocker -5, S1P3 ag -0.2, Jurkat tox 60K 84*, HTR1E agonist -0.5, S1P1 ag pot -6, HEK293 NFkB inh 2 and D1 mod 0.74.
`C=CCOC(=O)C1=C(C)NC(=O)NC1c1ccc(Cl)cc1` (stereo not drawn) gave 5HT1E antag -4, HTR1A agonist -3.3, 5-HT1A blocker 6, S1P3 ag -0.2, Jurkat tox 60K -2, HTR1E agonist 0.3, S1P1 ag pot 9, HEK293 NFkB inh -3 and D1 mod -0.5.
Cc1cc(C)c(S(N)(=O)=O)c(C)c1-n1cnnn1 was read as 5HT1E antag -5, HTR1A agonist 0.3, 5-HT1A blocker -8, S1P3 ag -0.4, Jurkat tox 60K 4, HTR1E agonist -0.3, HEK293 NFkB inh 7 and D1 mod -0.31.
For O=C(Nc1ccc2c(c1)oc1ccccc12)c1ccncc1 the results were 5HT1E antag 3, HTR1A agonist -2.5, 5-HT1A blocker 1, S1P3 ag 0.2, Jurkat tox 60K -1, HTR1E agonist -0.6, S1P1 ag pot 17, HEK293 NFkB inh 13 and D1 mod -2.
Nc1c(C(=O)c2cccs2)oc2ccccc12 was read as 5HT1E antag 8, HTR1A agonist -0.8, 5-HT1A blocker -2, S1P3 ag -1.2, Jurkat tox 60K 6, HTR1E agonist 0.2, S1P1 ag pot 0, HEK293 NFkB inh 0 and D1 mod 2.
Screening Cc1cc(C)c(OCC(=O)Nc2nnn(C)n2)c(Br)c1 returned 5HT1E antag 1, HTR1A agonist -0.8, 5-HT1A blocker -3, S1P3 ag -0.3, Jurkat tox 60K -5, HTR1E agonist 0.2, S1P1 ag pot -7, HEK293 NFkB inh 8 and D1 mod 0.037.
COc1ccc(NC(=O)C2CCN(S(=O)(=O)c3cccc4cccnc34)CC2)cc1OC was read as 5HT1E antag 7, HTR1A agonist -0.3, 5-HT1A blocker -3, S1P3 ag 0.8, Jurkat tox 60K 0, HTR1E agonist 0.7, S1P1 ag pot -16, HEK293 NFkB inh 15 and D1 mod 3.6*.
`Cc1cc(NC(=O)CSc2nnc(-c3ccoc3C)o2)no1` gave 5HT1E antag 0, HTR1A agonist -1.1, 5-HT1A blocker 0, S1P3 ag -0.5, Jurkat tox 60K 10, HTR1E agonist 3.8, S1P1 ag pot -5, HEK293 NFkB inh 26 and D1 mod 1.3.
Screening Cc1nc(N2CCN(C(c3ccccc3)c3ccccc3)CC2)nc2c1C(=O)CCC2 returned 5HT1E antag 13, HTR1A agonist -1.8, 5-HT1A blocker -1, S1P3 ag -1.0, Jurkat tox 60K 3, HTR1E agonist 0.0, S1P1 ag pot 14, HEK293 NFkB inh 5 and D1 mod 0.14.
For COC(=O)C1=C(C)OC(N)=C(C#N)C1c1ccc(OC)c(OC)c1OC (stereo not drawn) the results were 5HT1E antag 12, HTR1A agonist 0.7, S1P3 ag -6.1, HTR1E agonist -0.8 and S1P1 ag pot 3.
`Cc1nc2scc(-c3ccccc3)c2c(=O)n1/N=C/c1ccco1` gave 5HT1E antag 6, HTR1A agonist 3.9, 5-HT1A blocker -12, HTR1E agonist -0.6 and HEK293 NFkB inh 13.
CCc1ccc(NC(=O)CNS(=O)(=O)c2c(C)noc2C)cc1 was read as 5HT1E antag -10, HTR1A agonist -3.9, 5-HT1A blocker -8, S1P3 ag -0.3, Jurkat tox 60K -4, HTR1E agonist 0.0, S1P1 ag pot 10, HEK293 NFkB inh -8 and D1 mod -1.3.
Cc1cccc(N2CCN(S(=O)(=O)c3ccc4c(c3)CCN4C(=O)CCC(=O)O)CC2)c1C was read as 5HT1E antag -5, HTR1A agonist 2.1, 5-HT1A blocker -8, S1P3 ag 0.5, Jurkat tox 60K -3, HTR1E agonist -0.2, S1P1 ag pot -10, HEK293 NFkB inh 9 and D1 mod -0.72.
For O=C(CCCC(=O)N(CC(=O)NC1CCCC1)Cc1ccc2c(c1)OCO2)Nc1ccccn1 the results were 5HT1E antag 9, HTR1A agonist -2.4, 5-HT1A blocker 2, S1P3 ag -0.4, Jurkat tox 60K 2, HTR1E agonist -1.2, S1P1 ag pot -8, HEK293 NFkB inh 13 and D1 mod -0.21.
For CCN(CC)S(=O)(=O)c1ccc2nc(NC(=O)c3cccs3)sc2c1 the results were 5HT1E antag 1, HTR1A agonist -0.8, 5-HT1A blocker 6, S1P3 ag -0.8, Jurkat tox 60K 2, HTR1E agonist -0.7, HEK293 NFkB inh 3 and D1 mod -0.38.
Screening COc1cc(NS(=O)(=O)c2ccc(NC(=O)NC3CCCCC3)cc2)nc(OC)n1 returned 5HT1E antag -4, HTR1A agonist -1.9, 5-HT1A blocker 1, S1P3 ag -0.7, Jurkat tox 60K -3, HTR1E agonist 0.2, S1P1 ag pot -18, HEK293 NFkB inh 17 and D1 mod 0.21.
`CN(CC(=O)N1CCN(c2ccccc2)CC1)S(=O)(=O)c1cnc[nH]1` gave 5HT1E antag -4, HTR1A agonist -3.2, 5-HT1A blocker -5, S1P3 ag -0.3, Jurkat tox 60K 3, HTR1E agonist 0.2, S1P1 ag pot -2 and HEK293 NFkB inh 25.
`CC1CC(C)CN(C(=O)Cn2c(=O)n(CCCCC(=O)NCc3ccco3)c(=O)c3ccccc32)C1` (stereo not drawn) gave 5HT1E antag -12, HTR1A agonist 0.9, 5-HT1A blocker 2, S1P3 ag -0.1, Jurkat tox 60K 0, HTR1E agonist 0.3, S1P1 ag pot 4 and HEK293 NFkB inh 4.
Screening O=C(Nc1nc2c(ccc3ccccc32)s1)c1ccco1 returned 5HT1E antag -4, HTR1A agonist -1.8, 5-HT1A blocker 18, S1P3 ag -0.7, Jurkat tox 60K -3, HTR1E agonist 0.7, S1P1 ag pot 22, HEK293 NFkB inh -9 and D1 mod -0.58.
`CC1=C(C(N)=O)C(c2cccc(O)c2)n2nc(CCCO)nc2N1` (stereo not drawn) gave 5HT1E antag -10, HTR1A agonist 1.0, 5-HT1A blocker -14, S1P3 ag -0.3, Jurkat tox 60K -2, HTR1E agonist 0.6, S1P1 ag pot -21, HEK293 NFkB inh 8 and D1 mod -0.15.
`CCC1=C/C(=C/N(C)c2ccccc2)C(=O)S1` gave 5HT1E antag 1, HTR1A agonist -2.3, 5-HT1A blocker 20, S1P3 ag -0.2, Jurkat tox 60K 0, HTR1E agonist -0.5, S1P1 ag pot 0, HEK293 NFkB inh 2 and D1 mod 0.084.
`CCOCCn1c(CN2CCOCC2)nc2c1c(=O)[nH]c(=O)n2C` gave 5HT1E antag 2, HTR1A agonist -4.1, 5-HT1A blocker 3, S1P3 ag -0.4, Jurkat tox 60K -5, HTR1E agonist -0.2, S1P1 ag pot -4, HEK293 NFkB inh 1 and D1 mod -0.37.
`COc1cc(C(=O)OCC(=O)c2cc(C)n(C)c2C)cc(NC(=O)c2ccco2)c1OC` gave 5HT1E antag 21, HTR1A agonist 4.3, 5-HT1A blocker 13, S1P3 ag 0.2, Jurkat tox 60K 6, HTR1E agonist 0.4, S1P1 ag pot -18, HEK293 NFkB inh 11 and D1 mod 0.0081.
Screening Cn1c(=O)oc2cc(S(=O)(=O)Nc3cccc(C(=O)O)c3)ccc21 returned 5HT1E antag -6, HTR1A agonist 0.4, 5-HT1A blocker -8, S1P3 ag -0.9, Jurkat tox 60K -10, HTR1E agonist -0.5, S1P1 ag pot -12, HEK293 NFkB inh 5 and D1 mod 0.012.
`CCCn1c(N2CCN(C(=O)N3CCCCC3)CC2)nc2ccccc21` gave 5HT1E antag 1, HTR1A agonist -0.6, 5-HT1A blocker -2, S1P3 ag -0.8, Jurkat tox 60K 5, HTR1E agonist -0.2, S1P1 ag pot -2, HEK293 NFkB inh 21 and D1 mod -1.5.
Cn1c(=O)n(C)c2cc(C(=O)c3ccccc3)ccc21 was read as 5HT1E antag 5, HTR1A agonist -1.3, S1P3 ag -4.4, HTR1E agonist 1.5 and S1P1 ag pot -18.
Cc1cccc(N2CCN(CCNC(=O)c3cc4c(s3)CS(=O)(=O)C4)CC2)c1C was read as 5HT1E antag -5, HTR1A agonist 37*, 5-HT1A blocker 42, HTR1E agonist 13*, HEK293 NFkB inh 4 and D1 mod -3.9.
Screening Cc1cccc2cc(C(c3nnnn3Cc3ccccc3)N3CCN(c4ccccc4)CC3)c(=O)[nH]c12 (stereo not drawn) returned 5HT1E antag 0, HTR1A agonist -1.3, 5-HT1A blocker -4, S1P3 ag 0.1, Jurkat tox 60K -4, HTR1E agonist -0.3, S1P1 ag pot -19, HEK293 NFkB inh 17 and D1 mod -1.3.
For OC1(C(F)(F)F)CC(O)(C(F)(F)F)n2nc(-c3ccccc3)cc2N1 (stereo not drawn) the results were 5HT1E antag -13, HTR1A agonist -1.7, 5-HT1A blocker -8, S1P3 ag -1.4, Jurkat tox 60K -8, HTR1E agonist -0.5, S1P1 ag pot 14, HEK293 NFkB inh 16 and D1 mod 1.4.

Screening results from PubChem BioAssay.

This is a random part of the collection; 8.3% or so of the library scored in one or more.
